MMP13 inh = human MMP13 inhibitors, primary screen, biochemical, FRET peptide cleavage | MMP-13 fTHP FRET cleavage, Mca fluorescence | inhibition, % at 4 µM | 65,000 tested, 0.07% active | AID 570, 2006;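 active means inhibition above the mean of compound-free control plate wells plus 3 SD, cut at about 14% in these data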;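 further: 0% = DMSO wells and 100% = wells with reference MMP-13 inhibitor after basal subtraction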
Fluor 339 460 = intrinsic fluorescence of library compounds, ex339/em460 – biochemical, MLSMR library, data from DPM-DC assay, artefact control, profiling panel. compound autofluorescence, ex339/em460 nm, NADH buffer; stronger effect = higher value; 1 = no-compound wells, NADH background. fluorescence fold increase at 10 µM. 65,000 tested, 5.5% active. AID 709, 2007;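 active means at 10 µM, mean starting fluorescence two-fold or more over control wells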;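 further: signal is the first read of a kinetic run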
Her2 expr inh = inhibitors of Her2 protein expression, primary screen, SKBR-3 cells, AlphaScreen, 66K library; AID 645, 2007; HER2 level % of control, % at 10 µM; Receptor tyrosine-protein kinase erbB-2 (Homo sapiens), P04626; SKBR-3 HER2 protein level, 18-24 h; stronger effect = lower value; 65,000 tested, 0.69% active;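 active means HER2 level under 5% of the carrier-only control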;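 further: 100% = DMSO carrier and 0% = 500 nM PU-H71 HSP90 inhibitor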
Target sequence (P04626 whole entry, looked up): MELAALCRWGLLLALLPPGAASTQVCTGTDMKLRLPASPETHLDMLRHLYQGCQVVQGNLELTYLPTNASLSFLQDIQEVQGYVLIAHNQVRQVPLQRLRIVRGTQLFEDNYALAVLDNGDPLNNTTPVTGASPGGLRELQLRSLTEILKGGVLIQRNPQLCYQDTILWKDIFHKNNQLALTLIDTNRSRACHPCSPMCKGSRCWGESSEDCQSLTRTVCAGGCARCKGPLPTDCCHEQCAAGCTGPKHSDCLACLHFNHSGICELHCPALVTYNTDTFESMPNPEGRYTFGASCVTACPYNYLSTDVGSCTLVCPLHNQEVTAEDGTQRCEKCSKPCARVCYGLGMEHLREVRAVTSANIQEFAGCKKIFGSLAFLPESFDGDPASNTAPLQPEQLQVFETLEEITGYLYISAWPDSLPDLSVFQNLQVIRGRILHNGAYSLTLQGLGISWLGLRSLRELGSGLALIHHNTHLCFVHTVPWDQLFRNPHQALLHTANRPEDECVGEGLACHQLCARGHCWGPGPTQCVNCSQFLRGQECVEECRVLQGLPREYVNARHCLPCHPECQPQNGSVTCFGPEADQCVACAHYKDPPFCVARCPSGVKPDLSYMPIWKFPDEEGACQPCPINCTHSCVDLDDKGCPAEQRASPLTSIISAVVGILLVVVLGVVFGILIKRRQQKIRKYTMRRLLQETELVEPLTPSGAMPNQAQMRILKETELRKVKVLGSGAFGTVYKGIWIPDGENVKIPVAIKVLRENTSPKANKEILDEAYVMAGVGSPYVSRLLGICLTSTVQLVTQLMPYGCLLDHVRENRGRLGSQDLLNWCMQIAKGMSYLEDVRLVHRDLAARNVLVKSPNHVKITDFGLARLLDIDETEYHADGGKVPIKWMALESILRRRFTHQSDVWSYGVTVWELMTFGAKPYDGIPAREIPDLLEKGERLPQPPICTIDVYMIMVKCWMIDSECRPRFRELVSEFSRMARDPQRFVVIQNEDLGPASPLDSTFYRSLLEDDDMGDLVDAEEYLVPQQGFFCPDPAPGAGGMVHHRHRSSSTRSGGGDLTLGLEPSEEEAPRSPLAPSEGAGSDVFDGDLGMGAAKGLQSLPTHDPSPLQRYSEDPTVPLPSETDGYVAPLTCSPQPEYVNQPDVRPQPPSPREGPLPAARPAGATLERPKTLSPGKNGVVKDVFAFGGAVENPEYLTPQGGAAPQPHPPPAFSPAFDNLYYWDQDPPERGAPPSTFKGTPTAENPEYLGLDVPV
HTR1E antagonist = 5-HT1E receptor antagonists, primary screen, cell-based, HTS | inhibition, % at 6 µM | 65,000 tested, 0.99% active | 5-hydroxytryptamine receptor 1E (Homo sapiens), P28566 | CHO 5-HT1E Ga15 NFAT-bla reporter, FRET, antagonist;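 active means inhibition above a set limit, the mean inhibition across every tested compound plus 3 SD, cut at about 29% in these data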;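 further: signal is the 460 over 535 nm emission ratio of beta-lactamase substrate; 0% = agonist plus DMSO wells and 100% = wells without agonist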
Abs 340nm = compound light absorbance at 340 nm, profiling panel, artefact control, biochemical, MLSMR library, data from PS, PMK, MK assays; compound absorbance at 340 nm, fold over control; fold change at 10 µM; 65,000 tested, under 10 active;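 active means at 10 µM dose, initial 340 nm absorbance at least 2 fold that of control wells; inactive means change under 2 fold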;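 further: initial absorbance extrapolated from kinetic A340 decline of NADH oxidation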
5HT1a antag = human 5-HT1a receptor antagonists, primary screen, cell-based, CHO, Ga15 NFAT-bla reporter; 5-hydroxytryptamine receptor 1A (Homo sapiens), P08908; CHO 5-HT1a Ga15 NFAT-bla reporter, antagonist mode; inhibition, % at 10 µM; 62,000 tested, 0.68% active; AID 612, 2007;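 active means inhibition above the mean of all tested compounds plus 3 SD, cut at about 43% in these data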;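 further: receptor stimulated by 5-CT agonist at 100 nM near EC80; beta-lactamase reporter measured by ratiometric fluorescence of a cleavable substrate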
HTR1E agonist = 5-HT1E receptor agonists, primary screen, cell-based, HTS. 5-hydroxytryptamine receptor 1E (Homo sapiens), P28566. CHO 5-HT1E Ga15 NFAT-bla reporter, FRET; 0% DMSO wells, 100% control agonist wells. activation, % at 6 µM. 65,000 tested, 0.69% active;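 active means activation above a set limit, the screen-wide mean activation plus 3 SD, cut at about 8.5% in these data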;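 further: 100% = positive control agonist at 1 µM giving full maximal response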
S1P1 ag pot = S1P1 agonists and agonism potentiators, primary screen, cell-based, primary and confirmation screens, CRE-bla reporter. 56,000 tested, 0.57% active. activation, % at 9.5 µM. S1P1 CRE-bla cells, forskolin, beta-lactamase FRET, potentiator mode; S1P1 agonist co-added at EC20, 2 nM; 100% = saturating reference agonist, 0% = basal. Sphingosine 1-phosphate receptor 1 (Homo sapiens), P21453;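 active means activation above a cutoff set at the mean activation of all tested compounds plus 3 SD, cut at about 54% in these data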;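 further: forskolin at 4 µM as EC80 and the EC20 agonist is SEW2871; 100% = SEW2871 at its EC100 plus forskolin at EC80; some compounds past the cut are filed as inactive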
S1P3 agonist = human S1P3 receptor agonists, primary screen, cell-based, primary and confirmation, NFAT-BLA reporter. Sphingosine 1-phosphate receptor 3 (Homo sapiens), Q99500. S1P3 NFAT-BLA reporter cells, agonism, FRET ratio; relative to 1 µM S1P, basal subtracted. activation, % at 4.5 µM. 60,000 tested, 0.1% active;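 active means activation above the screen-wide mean plus 3 SD, cut at about 4.5% in these data, passing the limit was not always enough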; further: some compounds called inactive have numbers as strong as hits
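Measure – % activation relative to 1 µM S1P (100%), per plate · System – stable CHO line with human S1P3, Gα16, NFAT-BLA reporter · Timing – cells plated overnight, compound 4 h 37 °C, substrate 2 h RT · Technique – fluorescent BLA substrate, ex 405 nm, em 460/535 nm ratio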
* hit, by the source's call; · = not tested or not shown; [ ] = remark or other dose.

MMP13 inh,Fluor 339 460,Her2 expr inh,HTR1E antagonist,Abs 340nm,smiles,5HT1a antag,HTR1E agonist,S1P1 ag pot,S1P3 agonist
0,1.1,70,-14,1.1,Cc1cc(NC(=O)CN2CCCCC2C)nc2c1c(=O)oc1ccccc12 (configuration not stated),0,0.7,-17,-0.9
8,1.1,105,-7,0.97,C=CCN=C1SCC(=O)N1S(=O)(=O)c1ccccc1,-2,-0.9,-9,0.5
-80[fluorescence artefact?],5*,109,10,1,O=C1NC(c2ccccc2Cl)Nc2ccccc21 (configuration not stated),15,0.5,8,-1.5
6,1,118,5,1,O=C(NC1CCCC1)C1CC1c1ccccc1 (configuration not stated),-4,1.0,·,-0.3
-4,1.1,99,4,0.99,Cc1ccccc1N1CC(c2nc3ccccc3[nH]2)CC1=O (configuration not stated),13,0.6,1,-1.3
-5,1.1,123,-7,0.99,COc1ccc(OC)c(CNC(=O)C2CCCN(c3nc4ccccc4o3)C2)c1 (configuration not stated),3,0.1,17,1.5
-2,1.1,109,-10,1,O=C(N1CCCCC1)C1(c2ccccc2)CCOCC1,-13,-0.4,-2,0.2
3,1.1,95,0,1,CCCCCC(=O)Nc1ccc(N2CCN(S(C)(=O)=O)CC2)cc1,-3,0.0,8,-0.7
-2,1.2,100,-2,1.1,O=C(c1ccc(F)cc1)N1CCC(N2CCCCCC2)CC1,·,-0.6,-9,-2.9
-2,1.1,123,1,0.99,COC(=O)C1=C(C)OC(N)=C(C#N)C1c1ccccc1 (configuration not stated),-20,-0.1,-9,-1.5
0,1.1,63,4,1,COc1ccc(CNC(=O)C2CCN(C(=O)[C@@H](CC(C)C)NC(=O)OC(C)(C)C)CC2)cc1,1,-0.2,9,-0.5
5,1.1,124,13,1,N#CCSCC(=O)Nc1ccccc1,-4,0.5,-17,-0.6
-1,1.1,131,8,1,NS(=O)(=O)c1ccc(-n2nncc2C23CC4CC(CC(C4)C2)C3)cc1,-6,0.0,3,-0.5
5,1,96,-9,1.1,CCCC(=O)N1CCN(c2ccc(NC(=O)c3cc4ccccc4o3)cc2)CC1,-3,0.2,-10,-0.6
-4,1.1,86,-9,1,O=S(=O)(c1cccs1)n1nnc2ccccc21,0,-0.8,-31,-0.3
2,0.99,86,1,1,O=C(OCc1nnc(-c2ccccc2)o1)c1ccc(S(=O)(=O)NCc2ccco2)cc1,7,-0.1,-3,0.1
-1,1,55,-12,0.99,CCc1ccc2nc(NC(=O)CSCc3c(C)noc3C)sc2c1,-27,1.2,6,-1.0
5,1,93,-3,1,O=C(Nc1nc(-c2ccccc2)cs1)C1CCCO1 (configuration not stated),-11,1.2,·,·
-2,1.1,91,4,1,CCOC(=O)C1C(=O)CC(C)(O)C(C(=O)OCC)C1c1ccc(Br)cc1 (configuration not stated),27,-0.7,-15,-1.7
3,1.1,100,6,0.99,CCOC(=O)CSc1nnc(CNC(=O)Cc2ccccc2)n1C,7,-0.7,-1,-0.3
5,1,82,2,1,Cn1cccc1C(=S)N1CCOCC1,-7,0.2,·,0.0
10,1.1,76,-8,1,Cc1cc(NC(=O)CN2CCN(c3ccccc3O)CC2)no1,2,-0.6,·,·
2,1,118,0,0.97,COc1cccc(OC)c1C(=O)N1CCN(S(=O)(=O)c2ccc(C)cc2)CC1,·,-0.4,21,-2.2
-1,1.1,106,-8,1,O=C1CCCCCN1CP(=O)(O)CCc1ccccc1,-5,1.2,-34,-0.9

A draw from above in order of SMILES length, low to high:
MMP13 inh,Fluor 339 460,Her2 expr inh,HTR1E antagonist,Abs 340nm,smiles,5HT1a antag,HTR1E agonist,S1P1 ag pot,S1P3 agonist
5,1,96,-9,1.1,CCCC(=O)N1CCN(c2ccc(NC(=O)c3cc4ccccc4o3)cc2)CC1,-3,0.2,-10,-0.6
-2,1.1,91,4,1,CCOC(=O)C1C(=O)CC(C)(O)C(C(=O)OCC)C1c1ccc(Br)cc1 (configuration not stated),27,-0.7,-15,-1.7
2,1,118,0,0.97,COc1cccc(OC)c1C(=O)N1CCN(S(=O)(=O)c2ccc(C)cc2)CC1,·,-0.4,21,-2.2
2,0.99,86,1,1,O=C(OCc1nnc(-c2ccccc2)o1)c1ccc(S(=O)(=O)NCc2ccco2)cc1,7,-0.1,-3,0.1

Other entries.
MMP13 inh,Fluor 339 460,Her2 expr inh,HTR1E antagonist,Abs 340nm,smiles,5HT1a antag,HTR1E agonist,S1P1 ag pot,S1P3 agonist
-6,1.4,138,-9,1.1,CCN1CCN(CC(=O)Nc2c(C(=O)OC)[nH]c3cccc(Cl)c23)CC1,2,1.1,2,-1.4
4,1.1,116,-5,1,CN(C)CCNc1nc2c(c(=O)[nH]c(=O)n2C)n1CCCc1ccccc1,-3,1.4,-9,0.1
2,1.1,104,-4,1,CCn1c(C(C)NC(=O)c2cccs2)nc2ccccc21 (configuration not stated),-2,0.7,-14,-0.8
-3,1,96,-7,0.99,O=C(NCc1cccnc1)c1ccc(Cl)c(Cl)c1,-7,0.4,-13,0.3
-171[fluorescence artefact?],2.4*,117,12,1,CC(C)CNc1oc(-c2ccc(F)cc2)nc1C#N,1,-1.3,-34,0.5
-2,1.1,85,-3,0.99,CC(C)NC(=O)c1cccc(Cn2cc(Cl)cn2)c1,0,1.1,-5,0.2
-4,1,78,29*,0.99,CCCCOc1ccc(-c2nnn(CC(=O)NCc3ccco3)n2)cc1,35,-0.4,37,-0.8
5,1.1,101,-10,1,CC(C)Oc1ccc(NC(=O)C2CCCNC2=O)cc1 (configuration not stated),-10,0.1,-11,-0.4
0,1,72,6,1,O=C(CN1CCC(n2nnc3ccccc32)CC1)Nc1ccc2c(c1)CCC2,-3,-0.1,15,0.1
3,1.1,90,-1,0.95,COc1ccc(N2CCN(C(=O)CCn3nnc4ccccc43)CC2)cc1,2,-1.3,-12,-0.1
2,1.1,91,-21,0.99,O=C(Nc1ccc(OC(F)(F)F)cc1)C1CCCN(S(=O)(=O)c2cccnc2)C1 (configuration not stated),-7,1.3,-5,-0.7
-3,1.3,75,21,1,CCc1c(C)nc2cc(-c3cc(OC)cc(OC)c3)nn2c1N1CCCC1,26,-0.2,-34,-0.6
-1,1.1,131,6,1,COc1cccc(-c2nn3c(-c4ccccn4)nnc3s2)c1,·,-0.7,16,-3.2
-6,1,104,-12,0.97,Cc1ccc(C(c2nnnn2CCC(C)C)N2CCN(C)CC2)cc1 (configuration not stated),-2,-0.7,12,-0.2
-1,1.1,188,2,0.99,O=C(O)CCN(CCC(=O)O)c1ccccc1,-11,0.2,-7,-0.1
-5,1.1,103,13,1,Cc1ccc(-n2c(=O)cc(N3CCCCCC3)[nH]c2=O)cc1,-6,0.8,-8,-0.1
3,1.1,84,16,1,Cc1nnc(NC(=O)CSc2nnc(CNC(=O)c3ccccc3)n2-c2ccccc2)s1,0,-0.7,-11,-0.2
3,1,99,0,1,CC(C)C(NC(=O)c1cccs1)C(=O)NC1=NCCS1 (configuration not stated),-2,-0.1,·,-1.0
-14,1,87,7,1.1,COc1ccccc1N1CCN(C(=O)c2cc3c(=O)n(C)c4ccccc4c3n2C)CC1,-8,1.1,-35,-0.2
2,1.1,97,-3,1,O=C(NCc1ccco1)c1nc2ncccn2n1,-20,0.1,4,-0.8
5,1.1,·,12,1.1,CCCCCn1c(CN2CCN(CCO)CC2)nc2c1c(=O)n(C)c(=O)n2C,11,0.1,3,-1.3
0,1.1,109,8,1,Cc1ccc(C2(C(F)(F)F)NC(=O)N3CCCN=C3S2)cc1 (configuration not stated),4,0.5,·,·
6,1.1,134,-3,1,COc1ccc(C(CNC(=O)C2CC(=O)N(Cc3ccc(C)cc3)C2)N(C)C)cc1 (configuration not stated),-3,0.1,·,·
-4,1.1,147,0,1.1,CC1Cc2ccccc2N1C(=O)COc1nc2ccccc2nc1N1CCOCC1 (configuration not stated),9,-0.1,-2,-0.8

At a glance, 6 of the compounds above:
MMP13 inh,Fluor 339 460,Her2 expr inh,HTR1E antagonist,Abs 340nm,smiles,5HT1a antag,HTR1E agonist,S1P1 ag pot,S1P3 agonist
-14,1,87,7,1.1,COc1ccccc1N1CCN(C(=O)c2cc3c(=O)n(C)c4ccccc4c3n2C)CC1,-8,1.1,-35,-0.2
2,1.1,97,-3,1,O=C(NCc1ccco1)c1nc2ncccn2n1,-20,0.1,4,-0.8
5,1.1,·,12,1.1,CCCCCn1c(CN2CCN(CCO)CC2)nc2c1c(=O)n(C)c(=O)n2C,11,0.1,3,-1.3
0,1.1,109,8,1,Cc1ccc(C2(C(F)(F)F)NC(=O)N3CCCN=C3S2)cc1 (configuration not stated),4,0.5,·,·
6,1.1,134,-3,1,COc1ccc(C(CNC(=O)C2CC(=O)N(Cc3ccc(C)cc3)C2)N(C)C)cc1 (configuration not stated),-3,0.1,·,·
-4,1.1,147,0,1.1,CC1Cc2ccccc2N1C(=O)COc1nc2ccccc2nc1N1CCOCC1 (configuration not stated),9,-0.1,-2,-0.8

(next part)
MMP13 inh,Fluor 339 460,Her2 expr inh,HTR1E antagonist,Abs 340nm,smiles,5HT1a antag,HTR1E agonist,S1P1 ag pot,S1P3 agonist
-4,1.1,143,-10,1.1,O=C(O)CCn1c(-c2ccccc2)cc2c1CCCC2=O,-9,0.1,5,-0.2
-3,1.1,88,10,0.98,COc1ccc(-c2nnc(CSc3nc4ccccc4c(=O)n3CC(C)C)o2)cc1OC,29,-0.6,-8,0.1
2,1.1,119,-4,1,CCOC(=O)CSc1nnc(C)n1N,-2,0.0,-2,-1.0
2,1.1,83,10,1,CCOC(=O)Cn1c(=O)oc2cc(S(=O)(=O)Nc3cc(OCC)ccc3OCC)ccc21,12,-1.1,-1,0.6
2,1.1,·,-1,1,Cc1ccc(S(=O)(=O)N(CC(=O)O)Cc2ccccc2F)cc1,-14,-0.7,-18,-0.3
5,1.1,115,-3,1.1,O=S(=O)(NCC1CCCO1)c1cccc2nsnc12 (configuration not stated),-13,0.0,-23,-0.3
1,1.4,79,8,1,O=C(Nc1ccccc1C(=O)OCc1nnc(-c2ccccc2)o1)c1ccco1,-7,-0.3,-36,-1.0
-3,1.1,77,5,1,CCOc1cc(C#N)c(NC(=O)c2cccnc2)cc1OCC,10,-0.6,7,-0.5
